MBD2 inh: inhibitors of MBD2 binding to methylated DNA, primary screen, biochemical, TR-FRET, DNA-binding domain, human; MBD2 binding to methylated oligonucleotide; AID 686964, 2013; inhibition, % at 4.4 µM; Methyl-CpG-binding domain protein 2 (Homo sapiens), Q9UBB5; hit rate 0.31% among 370,000; in the data active means inhibition above about 13%
Target sequence (Q9UBB5 whole entry, looked up, the tested form may be a part): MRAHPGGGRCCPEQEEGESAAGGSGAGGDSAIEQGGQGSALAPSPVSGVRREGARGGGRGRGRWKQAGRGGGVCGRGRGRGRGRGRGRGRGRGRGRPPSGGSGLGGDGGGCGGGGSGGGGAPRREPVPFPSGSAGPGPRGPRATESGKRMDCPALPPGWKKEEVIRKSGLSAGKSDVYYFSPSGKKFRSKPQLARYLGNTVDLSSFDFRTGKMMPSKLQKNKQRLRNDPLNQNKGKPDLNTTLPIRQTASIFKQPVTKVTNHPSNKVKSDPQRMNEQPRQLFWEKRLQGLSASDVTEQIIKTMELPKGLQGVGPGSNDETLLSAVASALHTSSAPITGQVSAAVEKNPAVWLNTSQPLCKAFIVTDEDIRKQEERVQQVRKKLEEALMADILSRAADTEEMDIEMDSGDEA
NR1D1 modulator: modulators of Rev-erb alpha DNA binding, primary screen, biochemical, FITC-DNA, fluorescence polarization, uHTS | hit rate 0.79% among 370,000 | Rev-erbα–FITC-DNA binding, 90 min | Nuclear receptor subfamily 1 group D member 1 (Homo sapiens), P20393 | activity, % at 10 µM;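 active means activity above about 14%, limit read from the data; passing the limit was not always enough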;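 further: 0% = DMSO wells with 35 nM protein and 100% = DMSO wells with 750 nM protein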
PRMT1 inh: PRMT1 methyltransferase inhibitors, primary screen, biochemical, fluorescence polarization | Protein arginine N-methyltransferase 1 (Homo sapiens), Q99873 | inhibition, % at 2.79 µM | recombinant PRMT1, activity-based probe fluorescence polarization | hit rate 1.3% among 370,000;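 active means inhibition above about 21% made by adding two undisclosed values, limit read from the data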
Target sequence (Q99873 whole entry, looked up): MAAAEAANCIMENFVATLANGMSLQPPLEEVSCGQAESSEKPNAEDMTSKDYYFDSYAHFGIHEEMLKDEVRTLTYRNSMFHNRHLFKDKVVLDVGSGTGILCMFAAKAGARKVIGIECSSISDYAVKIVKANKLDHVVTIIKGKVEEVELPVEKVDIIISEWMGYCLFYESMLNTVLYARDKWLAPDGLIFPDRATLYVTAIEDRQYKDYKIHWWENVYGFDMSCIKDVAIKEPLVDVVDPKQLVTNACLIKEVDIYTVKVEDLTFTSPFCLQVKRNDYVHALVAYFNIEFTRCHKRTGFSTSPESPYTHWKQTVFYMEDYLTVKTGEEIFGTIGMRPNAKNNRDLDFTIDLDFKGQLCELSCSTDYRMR
rCAG RNA binder: binders of r(CAG) RNA repeats, primary screen, biochemical, fluorescence | r(CAG) RNA repeat, TO-PRO-1 dye displacement fluorescence | inhibition, % at 3 µM | hit rate 1.3% among 370,000;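 active means inhibition above the plate cutoff, the mean of all test compounds on that plate plus 3 SD, cut at about 35% in these data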;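 further: 0% = DMSO alone and 100% = 100 µM mitoxantrone as full dye displacement; higher means more dye released from RNA so lower well fluorescence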
LEDGF integ inh: blockers of LEDGF/p75-dependent integrase strand transfer – biochemical, TR-FRET, high throughput, primary screen; TR-FRET IN-LEDGF/p75 DNA integration, Eu/Cy5; inhibition, % at 3.7 µM; hit rate 0.64% among 370,000;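 active means inhibition above the screen-wide mean plus 3 SD, cut at about 13% in these data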;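 further: signal is the Cy5 over europium emission ratio at 671 and 618 nm; 0% = plate median of compound wells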
PG9 binder: binders of HIV-1 gp120 antibody PG9, primary screen, biochemical, TR-FRET | HIV-1 gp120 / PG9 antibody interaction | TR-FRET gp120-PG9 antibody binding | inhibition, % at 6.7 µM | hit rate 0.43% among 360,000; in the data active means inhibition above about 8.5%
mABHD4 FP: ABHD4 inhibitors, primary screen, biochemical, fluorescence polarization, mouse | (Lyso)-N-acylphosphatidylethanolamine lipase (Mus musculus), Q8VD66 | purified mABHD4, FP-Rh probe fluorescence polarization | inhibition, % at 8.92 µM | hit rate 0.54% among 370,000 | AID 720543, 2013;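 active means inhibition exceeding the mean over every tested compound plus 3 SD, cut at about 30% in these data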;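 further: 0% = plate median of compound wells and 100% = S159A mutant with DMSO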
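Test system: mABHD4 protein; Read-out basis: % inhibition; Incubation: 45 min + 60 min at 25 °C; Repeats: single replicate; Technique: fluorescence polarization with parallel and perpendicular emission, 525/598 nm; Compound: 8.92 µM, single dose; Benchmarks: full inhibition S159A mutant plus DMSO, zero as sample-well median.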
TCR CD3 inh: inhibitors of human TCR-CD3 interaction, primary screen, biochemical, fluorescence, TAMRA-labeled TCR probe; hit rate 0.37% among 360,000; inhibition, % at 9.4 µM; T-cell receptor (TCR); in the data active means inhibition above about 19%;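 further: recombinant mutant TCR 2C K166C tagged with TAMRA read by polarization; 0% = receptor in buffer alone and 100% = receptor with positive control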
HTRA1 inh: HTRA1 serine protease inhibitors, primary screen, biochemical, fluorescence polarization, HTS. Q92743. recombinant HTRA1, FP-rhodamine activity-based probe. inhibition, % at 5.96 µM. hit rate 0.5% among 340,000. AID 504803, 2011; in the data active means inhibition above about 36%;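 further: 0% = enzyme with DMSO and 100% = wells lacking enzyme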
UHRF1 binding: UHRF1 methylated DNA binding inhibitors, primary screen, counter-screen for MBD2 inhibitor project, biochemical, TR-FRET, human UHRF1, single concentration; E3 ubiquitin-protein ligase UHRF1 (Homo sapiens), Q96T88; inhibition, % at 4.4 µM; hit rate 0.75% among 370,000; UHRF1 binding to methylated oligo; in the data active means inhibition above about 21%;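 further: UHRF1 SRA domain binding a hemimethylated CpG hairpin DNA probe; 0% = median of test compound wells and 100% = reference inhibitor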
Numbers without * were called inactive; x = no result given.

SMILES	MBD2 inh	NR1D1 modulator	PRMT1 inh	rCAG RNA binder	LEDGF integ inh	PG9 binder	mABHD4 FP	TCR CD3 inh	HTRA1 inh	UHRF1 binding
CN(C)S(=O)(=O)c1ccc(C(=O)OCC2COC(C)(C)O2)cc1 (stereo unspecified)	-4.2	-0.3	0.8	-2.1	0.3	1.0	3.6	4.0	0.0	-1.4
COc1ccc(S(=O)(=O)Nc2ccc(S(=O)(=O)N3CCOCC3)cc2)cc1	-2.9	2.3	1.9	4.9	-2.8	0.7	-1.5	2.3	-3.7	0.2
CCC(C)NCCOCCOc1ccc(Cl)c(C)c1C (stereo unspecified)	1.3	8.3	0.0	4.1	1.3	-1.5	12.3	0.1	6.0	-1.4
O=S(=O)(c1ccc(Cl)cc1)N1CCN=C1SCc1ccc(Cl)c(Cl)c1	-2.2	0.6	3.4	-1.3	0.8	1.0	6.0	0.1	2.0	0.9
COCCCNC(=O)CCn1c(=O)c2ccccc2n(CC(=O)Nc2ccc(C)cc2C)c1=O	-2.2	-3.4	-1.4	0.6	0.0	-0.7	4.5	9.1	0.7	-0.9
Cc1ccc(S(=O)(=O)NCCC(=O)NNc2c(F)c(F)cc(F)c2F)cc1	-5.6	3.3	-4.6	-0.8	8.7	-2.0	-10.5	-6.2	2.5	3.3
O=c1cc(-c2ccccc2)nc2nc[nH]n12	-3.5	6.3	-2.7	3.7	3.2	0.2	4.2	6.9	6.1	-1.4
CC(C)NC(=O)c1nn2c(C(F)(F)F)cc(-c3ccco3)nc2c1Cl	0.2	0.3	-1.7	-1.6	1.2	-1.5	7.1	2.0	0.9	-2.5
C/C(=N\NC(N)=O)c1ccc(Cl)s1	-6.0	2.3	-2.5	0.1	2.5	-0.4	-5.6	-6.1	6.7	-4.2
O=C(Nc1nc2c(s1)CCCC2)C1CCCN1C(=O)c1cccs1 (stereo unspecified)	3.7	-3.0	1.2	-4.5	-3.8	0.2	-3.9	3.6	3.9	1.8
CCCn1c(N2CCN(C(=O)NCc3ccccc3)CC2)nc2ccccc21	-5.0	1.4	-4.3	-9.7	3.7	-0.7	1.3	9.9	-2.0	-0.7
Clc1ccc2nnnc(-c3ccccc3)c2c1	-0.7	-4.5	-0.5	-2.3	5.2	0.2	-0.5	-3.4	-3.6	3.4

Three records picked at random from the list so far:
SMILES	MBD2 inh	NR1D1 modulator	PRMT1 inh	rCAG RNA binder	LEDGF integ inh	PG9 binder	mABHD4 FP	TCR CD3 inh	HTRA1 inh	UHRF1 binding
O=C(Nc1nc2c(s1)CCCC2)C1CCCN1C(=O)c1cccs1 (stereo unspecified)	3.7	-3.0	1.2	-4.5	-3.8	0.2	-3.9	3.6	3.9	1.8
CCCn1c(N2CCN(C(=O)NCc3ccccc3)CC2)nc2ccccc21	-5.0	1.4	-4.3	-9.7	3.7	-0.7	1.3	9.9	-2.0	-0.7
C/C(=N\NC(N)=O)c1ccc(Cl)s1	-6.0	2.3	-2.5	0.1	2.5	-0.4	-5.6	-6.1	6.7	-4.2

(continued)
SMILES	MBD2 inh	NR1D1 modulator	PRMT1 inh	rCAG RNA binder	LEDGF integ inh	PG9 binder	mABHD4 FP	TCR CD3 inh	HTRA1 inh	UHRF1 binding
CC(c1ccco1)N(C(=O)c1cccc(S(=O)(=O)N(C)C)c1)c1ccccn1 (stereo unspecified)	5.4	2.7	-0.2	-2.6	1.3	-0.7	0.8	-1.1	2.0	2.5
Cc1c(C(=O)N(C)CCc2cnn(C)c2)oc2c(F)cccc12	-1.2	-3.5	1.2	-2.4	1.1	-2.2	1.9	-0.3	3.5	-0.2
Cc1c(C)n(C(=O)CSc2nncn2C)c2ccccc12	-2.3	-3.5	2.1	3.4	-1.8	1.4	4.6	2.8	-5.0	1.3
CC1CCCCN1CCCn1c(=S)[nH]c2ccccc2c1=O (stereo unspecified)	4.6	3.4	-0.6	-0.3	-0.5	-0.8	-0.9	-5.7	-4.8	-1.4
CC(C)(C)c1cccc(P(=O)(c2ccccc2)c2ccccc2)c1O	-1.7	2.9	-2.6	-7.3	2.3	-0.9	-0.2	4.2	-0.5	-2.4
O=C(Nc1ccccc1C(=O)Nc1ccccc1)c1cccs1	3.8	3.0	-3.6	1.1	0.5	0.7	-4.7	-4.7	-5.3	-1.7
Cn1ccnc1C(O)(c1nnc(-c2ccccc2)o1)C(F)(F)F (stereo unspecified)	2.0	7.5	0.2	1.5	-3.4	-0.8	1.0	-1.4	-4.5	-2.6
CC(c1ccccc1)N1C(=O)c2ccccc2C1O (stereo unspecified)	-1.9	-2.2	1.2	2.0	-0.1	-0.3	1.4	2.0	4.0	4.2
COc1cccc(CNC(=O)C2CCN(c3nn4c(=O)cc(C)nc4s3)CC2)c1	0.6	-4.7	-1.2	-0.1	1.6	-1.2	-0.6	-0.7	-1.1	1.6
COC(C(=O)N/N=C/c1ccc(OCC(=O)N2CCOCC2)cc1)c1ccccc1 (stereo unspecified)	-3.2	-6.3	1.7	-4.2	-3.0	-0.7	5.0	-10.0	4.7	4.0
c1ccc2nc3c(nc2c1)c1ccccc1n3CCN1CCOCC1	-11.6	0.0	-2.2	12.8	-2.8	2.1	3.0	5.8	-6.4	-15.9
O=C(NCCN1CCOCC1)C(=O)NCC1CCCO1 (stereo unspecified)	-2.2	2.9	-5.1	1.1	5.5	-3.4	0.2	-10.5	3.8	11.3
O=C(CSc1ncnc2ccccc12)NCC(=O)c1ccccc1	3.0	-5.0	9.4	-4.1	-0.7	0.3	-5.7	-4.6	-3.4	11.1
O=C(CNCc1ccccc1)NCCCN1CCCC1=O	-2.6	5.8	-4.4	-0.1	-0.9	-2.1	8.7	2.0	2.6	-0.9
COC(=O)c1ccc(Sc2ccccc2NS(=O)(=O)c2ccc(NC(C)=O)cc2)nc1	3.8	-0.9	9.4	20.8	-3.8	-0.4	-39.9	3.0	-4.7	1.6
O=C(CSc1cccc(C(F)(F)F)c1)N1CCN(S(=O)(=O)c2ccccc2)CC1	-1.9	0.7	-2.3	-2.8	-1.8	-1.5	-1.0	-1.5	-9.5	-2.4
COc1ccccc1CN(C(=O)Cc1cccs1)C(C(=O)NC1CCCC1)c1ccncc1 (stereo unspecified)	-4.7	0.4	1.5	-1.6	1.1	-1.1	0.6	2.8	-3.9	-1.9
COc1ccccc1N1CCN(C(=O)c2cc(-c3ccccc3)on2)CC1	-3.1	-3.6	0.2	1.1	-3.2	-0.7	3.9	0.7	-6.4	-0.3
COC(=O)CC/C(C)=N\Nc1ccc([N+](=O)[O-])cc1[N+](=O)[O-]	-1.9	-0.3	-3.4	4.1	-1.7	0.5	6.0	2.6	0.5	-1.3
COc1ccc(NC(=S)N2CCC(Cc3ccccc3)CC2)cc1	-1.6	-1.6	-6.0	-2.6	-1.5	-1.6	-3.1	7.1	-10.2	-3.1
CCN(CC)CCN(Cc1cc2cc(C)ccc2[nH]c1=O)C(=S)Nc1ccccc1	5.7	-0.6	1.6	1.2	-2.6	2.0	4.6	-7.0	-17.7	6.2
COc1ccc(OC(=O)c2cn(C)nc2C(F)(F)F)cc1	1.2	-0.1	1.3	-1.7	-0.4	-2.3	-0.4	-6.6	6.1	-0.9
CCOC(=O)C1CCN(C(=O)C2CCCN(S(=O)(=O)c3ccc(OCC)c(Cl)c3)C2)CC1 (stereo unspecified)	1.9	-0.8	-1.0	-8.1	1.8	-2.5	-3.4	2.7	-2.3	0.4
O=C(Nc1ccc(F)cc1)C(c1ccnc2ccccc12)N1CCN(CC(=O)N2CCCC2)CC1 (stereo unspecified)	1.3	8.8	-0.3	0.7	2.4	0.2	-4.4	-2.6	x	-3.1
CCc1ccc(NC(=O)CSc2nc3cc(C(=O)OC)ccc3c(=O)n2Cc2ccco2)cc1	2.9	6.4	2.2	0.3	-0.6	0.4	1.7	1.0	-1.9	0.5
C[C@@H]1CN([C@@H](C)CO)S(=O)(=O)c2ccc(Br)cc2O[C@H]1CN(C)C(=O)c1ccc2c(c1)OCO2	-10.4	-2.7	-2.2	0.2	0.2	0.8	-0.1	7.1	-5.7	0.7
CCC(=O)OCCCN1CCC2(CCC(c3ccccc3)CC2)C1=O (stereo unspecified)	0.5	-0.7	8.5	-1.4	-3.2	x	0.4	x	x	-1.8
COc1ccc(CNC(=O)CC(C)S(=O)(=O)c2ccc3c(c2)NC(=O)CO3)cc1 (stereo unspecified)	-4.9	5.0	-1.4	-3.4	-1.7	2.9	-2.2	-6.7	-1.1	2.0
O=C(O)/C=C/C(=O)Nc1ccc(O)cc1	-3.4	-6.5	18.8	-1.8	14.3*	-8.4	36.9*	19.8*	15.8	-4.8
COc1ccc(C(=O)COC(=O)/C=C/c2ccc(S(=O)(=O)Nc3cccc(S(N)(=O)=O)c3)cc2)cc1	-1.6	3.0	0.0	46.0*	-0.2	-1.3	-22.9	4.3	-22.5	3.1
O=C(NN=Cc1ccccc1C(F)(F)F)c1cc(-c2ccc(Cl)cc2)n[nH]1	1.8	-1.8	-3.4	8.1	-1.1	x	-15.1	x	x	-1.6
CCNC(=O)c1ccc(NC(=O)CC2SC(N3CCCCC3)=NC2=O)cc1 (stereo unspecified)	6.5	-8.5	1.4	2.5	-0.6	0.5	-1.2	-1.3	5.4	3.7
CCOC(=O)C1=C(N)OC2=C(C(=O)CCC2)C1c1sccc1C (stereo unspecified)	-0.8	8.1	1.5	-3.1	0.7	-2.1	4.9	1.0	1.9	-3.8
O=C(c1c(F)cccc1F)N1CCN(c2ncc(Br)cn2)CC1	-0.5	-4.8	-1.0	-4.9	-0.9	-2.1	6.0	1.8	-0.1	0.9
O=C(COC(=O)CSc1ccc2ccccc2c1)NC1CC1	-1.8	-1.0	-1.0	3.7	3.8	-0.7	1.1	5.0	-3.5	3.5
COc1ccc(C)cc1S(=O)(=O)n1c([N+](=O)[O-])cnc1C	2.5	-1.0	2.9	2.3	-4.7	-0.9	14.1	3.2	8.4	-0.5
COc1ccccc1Nc1nc(C)cc(C)c1C(N)=O	0.7	0.3	-0.5	-2.9	3.1	-0.9	-11.1	-10.7	9.1	0.0
Cc1ccc2cc(C#N)c(N3CCCN(C(=O)C4CCCO4)CC3)nc2c1C (stereo unspecified)	-2.7	-3.0	3.8	-1.2	0.8	1.6	-0.5	2.0	1.5	-8.3
CCOP(=O)(OCC)c1ccccc1OCP(C)(=O)COc1ccccc1P(=O)(OCC)OCC	-1.0	0.9	-2.0	-4.1	0.8	-0.6	6.2	7.2	1.3	1.4
Cc1ccc(NC(=O)N2CCCC2C(=O)NCc2ccc3c(c2)OCO3)cc1 (stereo unspecified)	-1.9	-6.5	2.1	-0.8	-3.5	1.1	6.1	1.1	3.7	5.3
CCC(C)Oc1nc2ccccc2nc1NS(=O)(=O)c1ccccc1 (stereo unspecified)	1.7	-3.1	1.2	17.0	-4.8	1.1	1.8	-2.7	-4.7	-3.6
CC(=O)N1CCc2cc(S(=O)(=O)Nc3ccc(C)cc3C)ccc21	-0.1	0.8	-1.2	-2.4	6.7	-2.6	-5.3	5.8	-8.4	-0.3

The list is partial; the hit share may differ from the screen's.
